# a7 integrin act = qHTS for Activators of Integrin-Mediated Alleviation for Muscular Dystrophy | alpha7betagal myoblasts, beta-gal FDG fluorescence, 48 h | Potency, µM (doses to about 38.3 µM), for the others: at the highest dose activation, most hits filed as activators | 0.064% of 350,000 active;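 further: potency means the concentration at half of the fitted maximal effect; 100% = response of the positive control SU9516; nearly all actives have a fitted effect of over 60% in size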
#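 Alpha7betagal+/- myoblasts (passage 13) were plated 16-24 hr, then exposed to compounds (1:260 dilution of DMSO stock) for 48 hours at 37C. After MPER lysis, β-galactosidase reporter activity was read as FDG fluorescence (ex 480/em 540) after 30 minutes.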
# ASM inhibitor = Inhibitors of Secretory Acid Sphingomyelinase (S-ASM): qHTS | Sphingomyelin phosphodiesterase (Homo sapiens), P17405 | placental ASM, HMU-PC fluorogenic substrate, 60 min | Potency, µM (titrated, usually from 57.5 µM), for inactives: top-dose activity change, negative = inhibition, actives largely listed as inhibitors | 0.006% of 340,000 active; further: potency means the concentration at half of the fitted maximal effect
#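 qHTS format. ASM enzyme prepared from human placenta hydrolyses the fluorogenic substrate HMU-PC0 (9 uM final) over 60 min at 37 °C after a 10 min compound preincubation.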
# A-T KAP1 phos = qHTS Assay for Identifying a Potential Treatment of Ataxia-Telangiectasia; […] A-T fibroblasts, KAP-1 phosphorylation AlphaLISA; neocarzinostatin DNA damage 30 min before lysis; Potency, µM (titrated, usually from 57.5 µM), without a hit: top-dose activation, most hits filed as activators; 0.19% of 320,000 active; AID 485349, 2010; further: potency means the concentration at half of the fitted maximal effect; % of control where 0% means no effect; nearly all actives have a fitted effect of over 45% in size
#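 ATM-like activity read as KAP-1 phosphorylation via AlphaLISA donor/acceptor antibody pairs after lysis and 6 hr at 25C. Cells were ATM-null patient fibroblasts ([…], hTERT), dosed 60 min, then exposed to the DSB inducer NCS for 30 min.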
# CXXC DNA block = qHTS Fluorescence Polarization Assay for Inhibitors of MLL CXXC domain - DNA interaction; MLL-CXXC / FITC-HOXA9 DNA fluorescence polarization; 0.037% of 290,000 active; Histone-lysine N-methyltransferase 2A (Homo sapiens), Q03164; Potency, µM (doses to about 115 µM), inactives show at the top dose activity change, negative = inhibition, hits mostly inhibitors; active means well fitted inhibition curve with a large enough effect in the polarisation, with a control signal flat, not every such curve was filed as active; inconclusive means small, poorly fitted or top-dose-only effect, or effect the other way, or a change in a side signal; inactive means no such curve, though single readings can be large or run the other way; the % refers to the polarisation; further: potency means the concentration at half of the fitted maximal effect
#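 Fluorescence polarization: 7 uM MLL-CXXC (stock) preincubated 5 min with compounds, then 50 nM fluorescein-HOX-A9 DNA (stock) added; 30 min ambient. Buffer 50 mM Tris-HCl pH 7.5, 50 mM NaCl, 1 mM DTT, 0.05% BSA.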
# Coupling enz = qHTS Assay for Inhibitors of Fructose-1,6-bisphosphate Aldolase from Giardia Lamblia: Coupling assay counterscreen | coupling enzyme system counterscreen, AmpLite Red fluorescence | activity change, negative = inhibition, % at 58.2 µM, hits read low | 0.67% of 290,000 active; in the data active means activity change below about -30%; further: on the % scale 0 is the no-effect control and ±100 the full control effect
#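 Final compound at 57.5 uM, incubated 10 min at RT with coupling enzyme reagent (glyceraldehyde-3-phosphate), then 20 min with substrate and AmpLite Red detection. Fluorescence read at 525/598 nm; tests interference with the coupling assay, not aldolase inhibition.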
# MBNL1-CUG inh = qHTS Assay for Inhibitors of MBNL1-poly(CUG) RNA binding; TR-FRET MBNL1-His/biotin-(CUG)12 binding, 665/545 ratio; Potency, µM (titrated, usually from 57.5 µM), without a hit: at the highest dose activity change, negative = inhibition, most hits filed as inhibitors; 0.036% of 280,000 active; AID 2675, 2010; active means well fitted inhibition curve with a large enough effect in the signal ratio, with a control signal flat, not every such curve was filed as active; inconclusive means small, poorly fitted or top-dose-only effect, or effect the other way, or a change in a side signal; inactive means no such curve, though single readings can be large or run the other way; the % refers to the signal ratio; further: potency means the concentration at half of the fitted maximal effect; on the % scale 0 is the no-effect control and ±100 the full control effect
#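 Ratiometric TR-FRET (665 over 545 nm, excitation 340 nm) tracks disruption of MBNL1-His/biotin-(CUG)12 complex after 60 min at room temperature, with compounds at 92 nM to 58 uM final.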
# KCNH2 3.1 inh = qHTS for Inhibitors of KCHN2 3.1: Mutant qHTS. Potassium voltage-gated channel subfamily H member 2, brain isoform KCNH2 3.1 (human). U2OS KCNH2 3.1, thallium flux FluxOr; stronger effect = lower value. activity change, % (tested at about 1.8 µM). 0.95% of 340,000 active. AID 720553, 2013;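 active means maximum activity change below -70%; inconclusive means maximum activity change from -70% to -50%; inactive means maximum activity change above -50%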;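 further: thallium influx rate constant from kinetic fluorescence after stimulation buffer; on the % scale 0 is the no-effect control and ±100 the full control effect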
#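 Measured as rate of thallium-driven FluxOr signal in transduced U2OS cells carrying the 3.1 channel, read kinetically for 2 min upon stimulation; values are rate constants scaled to DMSO control wells.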
# TRPV1 ag = HTS Assay for Compounds that Act as Agonists of the Vanilloid Receptor 1 | TRPV1-expressing cells, Fluo-8 calcium influx, agonist mode | activation, % at 8.33 µM | 0.19% of 320,000 active; in the data active means activation above about 80%; inconclusive means between about 30% and that limit; further: 0% is about no effect
#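 Fluo-8 calcium influx in TRPV1-expressing cells, kinetic read (ex 480/em 520 nm). Compound added and read 3 min for agonist activity, followed by capsaicin at EC20 final and 2 min further read for enhancement.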
# hERG WT inh = qHTS for Inhibitors of KCHN2 3.1: Wildtype qHTS. Voltage-gated inwardly rectifying potassium channel KCNH2 (Homo sapiens), Q12809. U2OS, BacMam KCNH2, thallium flux FluxOr; stronger effect = lower value. activity change, % at 1.84 µM. 0.37% of 340,000 active. AID 720551, 2013;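 active means maximum activity change below -70%; inconclusive means maximum activity change between -70% and -50%; inactive means maximum activity change above -50%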; further: on the % scale 0 is the no-effect control and ±100 the full control effect
# Target sequence (Q12809 whole entry, looked up): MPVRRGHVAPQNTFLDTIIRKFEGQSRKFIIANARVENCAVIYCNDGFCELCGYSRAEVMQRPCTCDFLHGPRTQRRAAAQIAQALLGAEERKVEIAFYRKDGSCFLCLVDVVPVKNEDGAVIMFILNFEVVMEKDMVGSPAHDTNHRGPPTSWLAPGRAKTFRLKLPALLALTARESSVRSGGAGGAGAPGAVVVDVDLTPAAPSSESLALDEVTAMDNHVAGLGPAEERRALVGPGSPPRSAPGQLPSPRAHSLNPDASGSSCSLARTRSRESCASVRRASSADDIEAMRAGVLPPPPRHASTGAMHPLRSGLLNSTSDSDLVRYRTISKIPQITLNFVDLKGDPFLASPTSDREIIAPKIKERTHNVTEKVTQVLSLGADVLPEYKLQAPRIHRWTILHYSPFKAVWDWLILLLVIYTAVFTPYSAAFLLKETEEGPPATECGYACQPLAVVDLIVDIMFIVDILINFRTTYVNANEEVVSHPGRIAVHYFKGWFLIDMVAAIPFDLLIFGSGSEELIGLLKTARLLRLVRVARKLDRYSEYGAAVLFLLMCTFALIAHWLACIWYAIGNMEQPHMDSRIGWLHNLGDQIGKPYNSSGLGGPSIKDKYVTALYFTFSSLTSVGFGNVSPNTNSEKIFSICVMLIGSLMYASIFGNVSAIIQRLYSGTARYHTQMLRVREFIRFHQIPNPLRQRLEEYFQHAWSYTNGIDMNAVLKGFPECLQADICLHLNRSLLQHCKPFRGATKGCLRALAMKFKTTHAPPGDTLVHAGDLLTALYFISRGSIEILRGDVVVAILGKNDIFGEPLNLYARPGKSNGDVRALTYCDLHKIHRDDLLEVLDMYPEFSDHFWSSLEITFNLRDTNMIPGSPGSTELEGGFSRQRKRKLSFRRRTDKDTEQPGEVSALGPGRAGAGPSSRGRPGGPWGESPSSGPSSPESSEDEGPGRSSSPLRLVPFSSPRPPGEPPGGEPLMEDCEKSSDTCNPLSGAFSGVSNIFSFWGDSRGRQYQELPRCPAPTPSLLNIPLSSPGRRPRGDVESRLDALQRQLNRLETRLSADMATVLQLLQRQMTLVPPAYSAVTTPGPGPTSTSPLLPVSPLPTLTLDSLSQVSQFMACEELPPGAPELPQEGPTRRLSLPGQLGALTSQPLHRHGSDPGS
#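 U2OS cells transduced with wild-type KCNH2 virus are loaded with FluxOr dye for 45 min, and thallium flux is measured in kinetic reads before and after stimulation buffer. Rate constants are normalized to DMSO controls.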
# GALK inh = qHTS Assay for Inhibitors of Human Galactokinase (GALK). P51570. Purified GALK, Kinase-Glo residual ATP luminescence. Potency, µM (titrated, usually from 57.5 µM), for the others: top-dose activity change, negative = inhibition, actives largely listed as inhibitors. 0.007% of 270,000 active. AID 1868, 2009; further: potency means the concentration at half of the fitted maximal effect; on the % scale 0 is the no-effect control and ±100 the full control effect
#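 Galactose (100 uM) and ATP (35 uM) were turned over by 5 nM GALK for 1 h at RT. Kinase-Glo Plus then converted the remaining ATP into a luminescent signal.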
# An asterisk follows results filed as active; ? = inconclusive; . = no result given; [ ] = another dose, or the depositor's remark. Unless noted, the call rests on the fitted dose curve; in most records, active means well fitted curve in the direction sought with a large enough effect; inconclusive means small, poorly fitted or top-dose-only effect, or another doubt; inactive means no such curve, though single readings can be large; an effect the other way counts as inactive or inconclusive.
nr	molecule	a7 integrin act	A-T KAP1 phos	CXXC DNA block	KCNH2 3.1 inh	TRPV1 ag	GALK inh	hERG WT inh	Coupling enz	MBNL1-CUG inh	ASM inhibitor
1	COc1ccc(/C=C(/NC(=O)c2cccs2)C(=O)N2CCOCC2)cc1OC	-1%	7%	-6%	9	6	1%	-2	-3	-7%	3%
2	CC(C)CN1C(=O)C(=O)N(CC(=O)Nc2cc(Cl)ccc2Oc2ccccc2)C1=O	1%	-2%	4%	-9	-3	-1%	-2	-2	-14%	-1%
3	O=C(O)COCC(=O)Nc1ccc(-n2nc(C(F)(F)F)cc2-c2cccs2)cc1	16%	6%	-6%	-1	-4	.	7	7	3%	17%
4	CC(=O)N/C(=C/c1cccnc1)C(=O)Nc1ccc(Cl)cc1	20%	21%	.	9	3	.	-11	.	.	-4%
5	COc1cccc(NC(=O)c2ccnc(N3CCC(C(=O)NCc4cc(OC)ccc4OC)CC3)c2)c1	-35%	-11%	2%	-17	-2	-8%	-1	.	78%[activator]	35%[activator]
6	CCCC(=O)Nc1ccc(C#Cc2ccccc2)cc1	-17%	4%	12%	-6	12	-1%	-15	0	9%	0%
7	O=C1OC2(CCCC2)OC(=O)C1=Cc1c[nH]c2ccccc12	-8%	0%	-7%	12	2	1%	-20	1	6%	-3%
8	O=C(COC(=O)c1nc(Cl)ccc1Cl)NC1CCCCCC1	1%	3%	.	7	-5	.	1	.	.	.
9	CC(C)(C)OC(=O)NCCCC[C@H](NC(=O)c1nc[nH]c1C(=O)NCC(=O)OCc1ccccc1)C(=O)OC(C)(C)C	6%	5%	-9%	-9	8	.	1	-2	-2%	-9%
10	COc1cccc(NC(=O)Nc2ccc3c(c2)CCC3)c1	?	3%	28%	-14	23	1%	-20	.	-1%	0%
11	CCc1ccc(-c2nc(SCC(=O)NC3CCS(=O)(=O)C3)n[nH]2)cc1 (configuration not stated)	19%	3%	.	3	-1	.	-2	.	.	0%
12	Cc1ccc(OCCC(=O)OCC(=O)NC(=O)NC2CCCCC2)cc1	-13%	-10%	.	0	11	.	14	.	.	-1%
13	CCOC(=O)CCNc1n[nH]c(=O)[nH]c1=O	-27%	2%	0%	0	1	-2%	-29	3	-1%	4%
14	CC(=O)c1cc(F)ccc1OCC(=O)N1CCCc2ccccc21	0%	12%	13%	1	-2	14%	2	5	2%	0%
15	CC12c3ccccc3C(c3ccccc31)C1C(=O)N(Cc3cccnc3)C(=O)C12 (configuration not stated)	-5%	-9%	8%	-2	7	2%	8	1	17%	5%
16	O=c1[nH]c2cc3c(cc2cc1CN(Cc1ccc2c(c1)OCO2)Cc1nnnn1CC1CCCO1)OCO3 (configuration not stated)	19%	-1%	1%	-3	-2	2%	-5	5	7%	78%[activator]
17	CC(=O)c1ccc(S(=O)(=O)NCCC(=O)OCC(=O)N2CCCC2=O)cc1	9%	7%	.	-7	1	.	-2	.	.	0%
18	O=C(NCCCC(NC(=O)OCc1ccccc1)C(=O)O)OCc1ccccc1 (configuration not stated)	0%	2%	-1%	8	2	-2%	7	5	6%	3%
19	CC1=NOC(=O)/C1=C\c1ccc(-c2ccc(Br)cc2C(=O)O)o1	4%	4%	?	-4	0	-3%	5	4	?	1%
20	CC(=O)c1c(Cl)nc2ccc(Br)cc2c1-c1ccccc1	-18%	15%	-2%	2	-2	3%	-15	4	-1%	-7%
21	Cc1ccc(SCC(=O)NC2CC3CCC(C2)N3C)cc1 (configuration not stated)	-13%	4%	4%	17	-1	-1%	12	-1	.	-2%
22	CC(Oc1ccc2c3c(c(=O)oc2c1)CCCC3)C(=O)NCCCn1ccnc1 (configuration not stated)	-15%	-5%	9%	-1	5	0%	4	0	-2%	0%
23	O=C(c1ccco1)N1CCN(C(=O)c2cnn(-c3ccc(Cl)cc3)c2C2CCNCC2)CC1	?	-1%	6%	9	-3	-3%	12	1	-6%	2%
24	O=C(Nc1ccccc1)c1cnc(-c2ccccc2)nc1-c1ccccc1	-22%	21%	4%	-13	-5	-4%	-40	3	41%[activator]	-2%
25	Nc1nc(-c2ccccc2)c(-c2ccccc2)n1N	?	15%	0%	-7	8	3%	-10	-1	11%	-2%
26	O=C(NCCc1c[nH]c2ccccc12)c1c(Cl)nc2sccn12	20%	-5%	6%	-3	15	-1%	-8	-1	-4%	3%
27	COc1cc2c(cc1OC)CN(C(=O)c1cc(Cl)nc(Cl)c1)CC2	0%	3%	9%	-10	2	-2%	4	2	-5%	-2%
28	Cc1nnc(SCc2nc3scc(-c4ccccc4)c3c(=O)[nH]2)s1	15%	2%	2%	5	2	.	-16	0	96%[activator]	5%
29	Cc1ccc(NC(=O)c2cc(=O)c3ccccc3o2)c(C)c1	21%	2%	-2%	-6	?	2%	4	0	?	2%
30	COc1ccc(CCN2C(=O)CSC2=Nc2ccc(C(C)C)cc2)cc1OC	-54%[inhibitor]	-3%	-8%	-23	2	4%	-5	-4	-1%	-14%
31	OC(COc1ccc2ccccc2c1)Cn1ccnc1 (configuration not stated)	-17%	2%	7%	3	-1	-2%	0	0	4%	-1%
32	O=C(Nc1cnccc1C(F)(F)F)NC1CCCCC1	18%	0%	2%	0	22	-2%	-6	0	-3%	14%
33	COC(=O)c1ccc(/C=C(/NC(=O)c2ccccc2)C(=O)N2CCOCC2)cc1	26%	2%	-8%	11	-1	-4%	-1	0	-5%	2%
34	CCOC(=O)N1CCN(C(=O)c2sc3nc(-c4ccc(F)cc4)cn3c2C)CC1	-7%	.	4%	-1	0	4%	8	2	4%	-3%
35	CCOC(=O)C1=C(COC(=O)CSc2ccc(C)cc2)NC(=O)NC1C (configuration not stated)	-19%	5%	.	9	6	.	-4	.	.	1%
36	O=C(CCC(=O)N1CCSc2ccccc21)Nc1ccc(F)cc1	-7%	3%	.	13	22	.	1	1	6%	-1%
37	CCNC(=S)Nc1ccc(Cc2nc3ccccc3[nH]2)cc1	13%	7%	9%	8	2	-1%	-3	1	-10%	-3%
38	Cc1ccc(N(C(C)C(=O)Nc2ccc3c(c2)OCO3)S(C)(=O)=O)cc1 (configuration not stated)	-41%[inhibitor]	0%	-4%	5	6	-3%	-2	-1	4%	-1%
39	O=C(c1cccc(S(=O)(=O)N2CCOCC2)c1)N1CCN(C/C=C/c2ccccc2)CC1	-21%	-1%	.	-6	-2	.	2	.	.	8%
40	CC(=O)c1ccc(N2C(=NC(=O)CCc3ccccc3)SC3CS(=O)(=O)CC32)cc1 (configuration not stated)	-11%	-3%	11%	13	0	3%	-16	.	-5%	0%
41	COc1ccc(C)cc1S(=O)(=O)NCC(c1ccco1)N1CCc2ccccc2C1 (configuration not stated)	1%	0%	.	-7	5	.	1	.	.	2%
42	CC1=CN(S(=O)(=O)c2ccc(C)cc2)C[C@@H]2c3ccccc3N(S(=O)(=O)c3ccc(C)cc3)[C@H]12	-5%	20%	.	4	.	.	-20	.	.	7%
43	Cc1ccc(S(=O)(=O)CC(=O)Nc2ncc([N+](=O)[O-])s2)cc1	-6%	-2%	9%	-5	-1	5%	-2	6	?	20%
44	COc1ccc(S(=O)(=O)N2CCCC(C(=O)Nc3ccc(NC(=O)c4ccccn4)cc3)C2)cc1 (configuration not stated)	-1%	18%	-2%	-16	-1	1%	13	0	-8%	-2%
45	N#CC1=C(N)Oc2cc(N)ccc2C1C1CCCCC1 (configuration not stated)	2%	-4%	-3%	4	10	-3%	-35	5	1%	110%[activator]
46	Cc1cc(NC(=O)Cn2cnc3sc(C)c(-c4ccccc4)c3c2=O)no1	28%	-5%	-6%	-5	3	-2%	-2	5	-1%	30%
47	CCOC(=O)c1c(NC(=O)Cn2nc(C(=O)O)c3ccccc3c2=O)sc(CC)c1C	-11%	2%	-7%	9	-6	11%	1	3	-4%	-11%
48	Nc1ccc(SCc2nc3cccc4c3n2CCC4)cc1	14%	-2%	1%	-3	-3	3%	2	-5	-9%	0%
49	CN1CCN(c2nc(-c3ccncc3)nc3ccccc23)CC1	-16%	2%	-2%	4	-1	-2%	7	1	0%	-3%

# Assay outcomes (PubChem BioAssay)

# Compounds as they come; any-hit rate near 2%.
